KOR beta-arrestin-1 – kappa opioid receptor blockers – cell-based, luminescence, uHTS (AID 1778); inhibition, % at 10 µM, or IC50 in µM where a hit was titrated; KOR beta-arrestin recruitment, luminescence, antagonist mode; higher % means a stronger effect; actives 0.091% (n = 290,000); also: strong numbers were not always called active
NOD1 inhibition – inhibition of NOD1-driven NF-kB reporter – cell-based, luminescence, uHTS, primary screen (AID 1578) | NOD1-driven NF-kB luciferase reporter cells, luminescence; higher % means a stronger effect | inhibition, % at 4 µM, or EC50 in µM where a hit was titrated | actives 1% (n = 290,000); in the data active = inhibition mostly above about 36%, no sharp cut-off; inactive = mostly below about 34%;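 also: HEK-293T reporter cells stimulated with the NOD1 agonist gamma-tri-DAP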
NOD2 inhibition – NOD2 signaling inhibitors, cell-based, luminescence, uHTS, HEK293 (AID 1566); HEK293 NOD2/NF-kB luciferase reporter, luminescence; higher % means a stronger effect; inhibition, % at 4 µM, or EC50 in µM where a hit was titrated; actives 0.63% (n = 290,000); also: many of its hits are not listed in these tables
MgcRacGAP inhibition – MgcRacGAP GTPase-activating activity inhibitors, confirmation, biochemical, ADP Hunter fluorescence; MgcRacGAP-stimulated Rac1 GTP hydrolysis, ADP Hunter fluorescence; higher % means a stronger effect; GST-tagged Rac1 F28L mutant substrate; inhibition, % at 30 µM; hits with a dose series show IC50 in µM; actives 0.6% (n = 340,000); AID 624330;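 active = first-screen hits whose inhibition reached a set limit at any dose in the follow-up dose series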;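 also: fluorescence reports GDP produced by GAP-driven GTP hydrolysis; strong numbers were not always called active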
HIV peptide binding – cell-free HIV fusion peptide-binding blockers – biochemical, uHTS, fluorescence dequenching, primary screen (AID 1986); actives 0.3% (n = 290,000); inhibition, % at 20 µM, or IC50 in µM where a hit was titrated; cell-free peptide binding, fluorescence dequenching, 30 min; higher % means a stronger effect; in the data active = inhibition mostly above about 52%, no sharp cut-off; inactive = mostly below about 76%; also: some results filed as inactive read as strong as hits
SV40 large T antigen – TAg ATPase/helicase activity blockers – biochemical (AID 1903); one-dose inhibition, % at 20 µM; IC50 in µM for titrated hits; actives 0.39% (n = 310,000); SV40 large T antigen ATPase/helicase inhibition assay; higher % means a stronger effect; in the data active = a potency from the dose series; also: strong numbers were not always called active
KOR beta-arrestin-2 – KOR agonists, beta-arrestin recruitment, primary screen, cell-based, luminescence, uHTS (AID 1777); one-dose activation, % at 10 µM; EC50 in µM for titrated hits; KOR beta-arrestin recruitment, luminescence; higher % means a stronger effect; actives 0.02% (n = 280,000); in the data active = activation above about 50%, passing the limit was not always enough; also: a part of the inactive calls stands beside numbers as strong as those of hits
GPR55 LPI antagonism – GPR55 antagonists blocking LPI-driven arrestin recruitment, primary screen, imaging, U2OS, beta-arrestin-GFP, LPI agonist (AID 2013) | U2OS GPR55 beta-arrestin-GFP translocation imaging, LPI antagonism; higher % means a stronger effect | inhibition, % at 10 µM; hits with a dose series show IC50 in µM | actives 0.13% (n = 290,000);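 active = spots per cell inhibited over 60%, with over 100 cells counted and total cytoplasm intensity under 500,000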;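 also: U2OS cells stably carrying GPR55 and arrestin-GFP stimulated by 5 µM LPI near EC80; imaged beta-arrestin-GFP aggregate spots per cell after agonist stimulation; plate controls were LPI-stimulated DMSO wells for no effect and DMSO wells without LPI for full effect; some results filed as inactive read as strong as hits; confirmed hits need IC50 under 10 µM and bright autofluorescent wells are also inconclusive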
GPR55 activation – selective activators of receptor GPR55 – imaging, U2OS cells, beta-arrestin-GFP redistribution, primary screen (AID 1961); U2OS GPR55 beta-arrestin-GFP redistribution imaging; higher % means a stronger effect; activation, % at 10 µM, or EC50 in µM where a hit was titrated; actives 0.048% (n = 290,000);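 active = activation above 40% with more than 50 cells counted in the well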;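 also: U2OS osteosarcoma cells stably expressing GPR55 and beta-arrestin-GFP; plate controls were DMSO negative control for no effect and LPI positive control for full effect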
* hit, by the source's call; [ ] = another dose, or the depositor's remark. Rule as the data show it, unless noted: active = inhibition above about 50%; inactive = the rest. Only part of the results is shown (hit frequency here may not be typical).

For O=C(/C=C/c1ccccc1[N+](=O)[O-])N1CCN(c2ccccc2F)CC1 the results were KOR beta-arrestin-1 17%[20 µM], NOD1 inhibition -36%, NOD2 inhibition 0%, MgcRacGAP inhibition 11%, HIV peptide binding -0.9%, SV40 large T antigen 4%, KOR beta-arrestin-2 -4.7%, GPR55 LPI antagonism -2% and GPR55 activation -0.1%.
Cn1c(=O)c2c(nc(Br)n2Cc2ccccc2Cl)n(C)c1=O was read as KOR beta-arrestin-1 -4%, NOD1 inhibition 15%, NOD2 inhibition 5%, MgcRacGAP inhibition 0%, HIV peptide binding 0.4%, SV40 large T antigen 3%, KOR beta-arrestin-2 -7.5%, GPR55 LPI antagonism 21% and GPR55 activation -0.1%.
CCCCn1c(=O)n(Cc2cccc(F)c2)c(=O)c2c1ncn2Cc1ccco1 was read as KOR beta-arrestin-1 -42%, NOD1 inhibition -17%, NOD2 inhibition 0%, MgcRacGAP inhibition 12%, HIV peptide binding 3.0%, SV40 large T antigen 21%, KOR beta-arrestin-2 -0.1%, GPR55 LPI antagonism 7% and GPR55 activation 0.3%.
Screening CC(C)CCNS(=O)(=O)c1ccc(-c2ccc(S(=O)(=O)NCCC(C)C)cc2)cc1 returned KOR beta-arrestin-1 -24%, NOD1 inhibition 3%, NOD2 inhibition -2%, MgcRacGAP inhibition 1%, HIV peptide binding 3.3%, SV40 large T antigen 7%, KOR beta-arrestin-2 1.1%, GPR55 LPI antagonism 13% and GPR55 activation 0.2%.
For COc1cccc(N=Cc2c(O)c3ccccc3oc2=O)c1 the results were KOR beta-arrestin-1 4%, NOD1 inhibition -34%, NOD2 inhibition -26%, MgcRacGAP inhibition 7%, HIV peptide binding 0.0%, SV40 large T antigen 3%, KOR beta-arrestin-2 -1.7%, GPR55 LPI antagonism -2% and GPR55 activation -0.2%.
COc1ccc(-n2nc(C(=O)NCC(=O)N3CCN(C)CC3)c3ccccc3c2=O)cc1OC was read as KOR beta-arrestin-1 -34%, NOD1 inhibition -1%, NOD2 inhibition -10%, MgcRacGAP inhibition 3%, HIV peptide binding -0.9%, SV40 large T antigen 1%, KOR beta-arrestin-2 -2.7%, GPR55 LPI antagonism 12% and GPR55 activation -0.1%.
Screening COc1ccc(C(C(=O)NC2CCCC2)N(C(=O)c2ccco2)c2cc3c(cc2C(C)=O)OCO3)cc1 (configuration not stated) returned KOR beta-arrestin-1 -55%, NOD1 inhibition -29%, NOD2 inhibition -3%, MgcRacGAP inhibition -2%, HIV peptide binding -0.6%, SV40 large T antigen 2%, KOR beta-arrestin-2 4.3%, GPR55 LPI antagonism 1% and GPR55 activation 0.6%.
`CC(C)(C)C1CCC(=O)N(CCC#N)CC1` (configuration not stated) gave KOR beta-arrestin-1 -48%[20 µM], NOD1 inhibition -26%, NOD2 inhibition 1%, MgcRacGAP inhibition 4%, HIV peptide binding 1.5%, SV40 large T antigen 11%, KOR beta-arrestin-2 -0.5%, GPR55 LPI antagonism 0% and GPR55 activation 0.0%.
For Cc1c(C)n(CC(O)CN2CCN(C)CC2)c2ccccc12 (configuration not stated) the results were KOR beta-arrestin-1 -23%, NOD1 inhibition -10%, NOD2 inhibition 6%, MgcRacGAP inhibition 11%, HIV peptide binding 1.1%, SV40 large T antigen 14%, KOR beta-arrestin-2 0.3%, GPR55 LPI antagonism 0% and GPR55 activation 0.6%.
For COc1cc(/C=N/NC(=O)c2ccoc2C)ccc1O the results were KOR beta-arrestin-1 15%, NOD1 inhibition -17%, NOD2 inhibition 0%, MgcRacGAP inhibition 27µM*, HIV peptide binding -1.0%, SV40 large T antigen 18%, KOR beta-arrestin-2 -1.1%, GPR55 LPI antagonism -3% and GPR55 activation -0.2%.
For COc1ccc(C)cc1S(=O)(=O)N(CC(N)=O)Cc1ccccc1 the results were KOR beta-arrestin-1 11%, NOD1 inhibition -7%, NOD2 inhibition -4%, MgcRacGAP inhibition 2%, HIV peptide binding 0.0%, SV40 large T antigen 11%, KOR beta-arrestin-2 0.8%, GPR55 LPI antagonism -4% and GPR55 activation 0.2%.
Screening CN(CC(=O)NC1CC1)S(=O)(=O)c1cc(Cl)ccc1Cl returned KOR beta-arrestin-1 -18%, NOD1 inhibition -10%, NOD2 inhibition 13%, MgcRacGAP inhibition 1%, HIV peptide binding -0.4%, SV40 large T antigen 8%, KOR beta-arrestin-2 3.2%, GPR55 LPI antagonism -2% and GPR55 activation -0.1%.
For CCS(=O)(=O)n1nc(-c2ccco2)nc1N the results were KOR beta-arrestin-1 -4%[20 µM], NOD1 inhibition -12%, NOD2 inhibition 22%, MgcRacGAP inhibition -1%, HIV peptide binding -1.1%, SV40 large T antigen 5%, GPR55 LPI antagonism 6% and GPR55 activation -0.1%.
COC(=O)CCC(=O)NNC(=O)c1ccc(Cl)cc1Cl was read as KOR beta-arrestin-1 15%, NOD1 inhibition -4%, NOD2 inhibition 16%, MgcRacGAP inhibition 5%, HIV peptide binding -1.0%, SV40 large T antigen 4%, KOR beta-arrestin-2 0.9%, GPR55 LPI antagonism 7% and GPR55 activation -0.1%.
`CC(C)c1nnc(NC(=O)C2CCCN2S(=O)(=O)c2ccc(Cl)cc2)s1` (configuration not stated) gave KOR beta-arrestin-1 5%, NOD1 inhibition -2%, NOD2 inhibition 21%, MgcRacGAP inhibition 4%, HIV peptide binding 7.5%, SV40 large T antigen 9%, KOR beta-arrestin-2 -5.7%, GPR55 LPI antagonism -2% and GPR55 activation -0.2%.
Screening S=C(NCc1cccnc1)Nc1ccc(Cl)cc1Cl returned KOR beta-arrestin-1 -50%[20 µM], NOD1 inhibition -19%, NOD2 inhibition 11%, MgcRacGAP inhibition 4%, HIV peptide binding 0.4%, SV40 large T antigen 11%, KOR beta-arrestin-2 3.4%, GPR55 LPI antagonism 5% and GPR55 activation -0.1%.
Screening C=CCNCCOCCOc1ccc(Cl)cc1C(C)(C)C returned KOR beta-arrestin-1 -33%, NOD1 inhibition 0%, NOD2 inhibition -1%, MgcRacGAP inhibition 19%, HIV peptide binding -0.1%, SV40 large T antigen 6%, KOR beta-arrestin-2 1.2%, GPR55 LPI antagonism 28% and GPR55 activation 0.1%.
For O=C(C1CCCO1)N1CCN(C(c2ccccc2)c2ccccc2)CC1 (configuration not stated) the results were KOR beta-arrestin-1 4%, NOD1 inhibition 4%, NOD2 inhibition -1%, MgcRacGAP inhibition 4%, HIV peptide binding 0.8%, SV40 large T antigen 8%, KOR beta-arrestin-2 5.3%, GPR55 LPI antagonism -9% and GPR55 activation -0.4%.
`CN(c1ccccc1C(=O)Nc1ccc2c(c1)OCCO2)S(C)(=O)=O` gave KOR beta-arrestin-1 -54%, NOD1 inhibition -11%, NOD2 inhibition 15%, MgcRacGAP inhibition 9%, HIV peptide binding 1.5%, SV40 large T antigen 1%, KOR beta-arrestin-2 1.2%, GPR55 LPI antagonism -1% and GPR55 activation -0.5%.
CCN(C(=O)COC(=O)c1cccc(S(=O)(=O)N(CC)CC)c1)C1CCS(=O)(=O)C1 (configuration not stated) was read as KOR beta-arrestin-1 -1%, NOD1 inhibition -31%, NOD2 inhibition 3%, MgcRacGAP inhibition 0%, HIV peptide binding -1.1%, SV40 large T antigen -10%, KOR beta-arrestin-2 12%, GPR55 LPI antagonism 3% and GPR55 activation 0.7%.
CCCOc1c(Cl)cc(C(=O)NC)cc1OC was read as KOR beta-arrestin-1 -16%[20 µM], NOD1 inhibition -13%, NOD2 inhibition 9%, MgcRacGAP inhibition 1%, HIV peptide binding 0.2%, SV40 large T antigen 6%, KOR beta-arrestin-2 -6.4%, GPR55 LPI antagonism 15% and GPR55 activation 0.5%.
CCn1cc(S(=O)(=O)CC(=O)NC2CCCCC2)c2ccccc21 was read as KOR beta-arrestin-1 6%, NOD1 inhibition -3%, NOD2 inhibition 14%, MgcRacGAP inhibition 6%, HIV peptide binding 5.9%, SV40 large T antigen 3%, KOR beta-arrestin-2 -0.4%, GPR55 LPI antagonism 33% and GPR55 activation 0.2%.
For CN1CCC(N(C)C(=O)NC2CCCCC2)CC1 the results were KOR beta-arrestin-1 -14%, NOD1 inhibition -39%, NOD2 inhibition 7%, MgcRacGAP inhibition 10%, HIV peptide binding 0.8%, SV40 large T antigen 8%, KOR beta-arrestin-2 -2.1%, GPR55 LPI antagonism 15% and GPR55 activation 1.0%.
For COC(=O)C1CCN(Cc2cn(-c3ccccc3)nc2-c2ccc3c(c2)OCO3)CC1 the results were KOR beta-arrestin-1 -13%[20 µM], NOD1 inhibition -56%, NOD2 inhibition -2%, MgcRacGAP inhibition 1%, HIV peptide binding 1.0%, SV40 large T antigen 8%, KOR beta-arrestin-2 5.4%, GPR55 LPI antagonism 2% and GPR55 activation -0.2%.
`CCOc1cc(Br)c(C(=O)O)cc1OCC` gave KOR beta-arrestin-1 19%, NOD2 inhibition 13%, MgcRacGAP inhibition 0%, HIV peptide binding 0.1%, SV40 large T antigen 0%, KOR beta-arrestin-2 1.4%, GPR55 LPI antagonism 14% and GPR55 activation 0.4%.
Screening COc1ccc(Nc2ncnc3ccc([N+](=O)[O-])cc23)c(OC)c1 returned KOR beta-arrestin-1 1%, NOD1 inhibition 7%, NOD2 inhibition -35%, MgcRacGAP inhibition 6%, HIV peptide binding -1.0%, SV40 large T antigen 3%, KOR beta-arrestin-2 -1.9%, GPR55 LPI antagonism -2% and GPR55 activation 0.4%.
For O=C(c1ccc(S(=O)(=O)NCC2CCCO2)cc1)N1CCc2ccccc21 (configuration not stated) the results were KOR beta-arrestin-1 -25%, NOD1 inhibition 2%, NOD2 inhibition 6%, MgcRacGAP inhibition 15%, HIV peptide binding -1.2%, SV40 large T antigen 7%, KOR beta-arrestin-2 5.5%, GPR55 LPI antagonism -8% and GPR55 activation 0.3%.

Of the compounds above, these contain fluorine.
For O=C(/C=C/c1ccccc1[N+](=O)[O-])N1CCN(c2ccccc2F)CC1 the results were KOR beta-arrestin-1 17%[20 µM], NOD1 inhibition -36%, NOD2 inhibition 0%, MgcRacGAP inhibition 11%, HIV peptide binding -0.9%, SV40 large T antigen 4%, KOR beta-arrestin-2 -4.7%, GPR55 LPI antagonism -2% and GPR55 activation -0.1%.
CCCCn1c(=O)n(Cc2cccc(F)c2)c(=O)c2c1ncn2Cc1ccco1 was read as KOR beta-arrestin-1 -42%, NOD1 inhibition -17%, NOD2 inhibition 0%, MgcRacGAP inhibition 12%, HIV peptide binding 3.0%, SV40 large T antigen 21%, KOR beta-arrestin-2 -0.1%, GPR55 LPI antagonism 7% and GPR55 activation 0.3%.

Screens as filed in PubChem.
